Compound activity (PubChem BioAssay)
HT1080NT lethal: kills 2HG-producing HT-1080-NT fibrosarcoma cells; Potency, µM (highest dose often 46.1 µM), without a hit: at the highest dose activity, negative = less viability, most hits filed as cytotoxic; hit rate 1.6% among 360,000; HT-1080-NT fibrosarcoma viability, CellTiter-Glo ATP luminescence, 48 h;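 also: NT is the 2HG producing partner of a matched IDH1 knockdown line; potency is read from the fitted curve at half-maximal effect; 0% = DMSO-treated cells and -100% = media-only wells without cells; nearly all actives have a fitted effect of over 55% in size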
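Fibrosarcoma NT cells, 750 per well in 5% FBS RPMI, were exposed to compound for 48 hours. Viability: CellTiter-Glo luminescence.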
KB-3-1 tox: kills parental KB-3-1 adenocarcinoma cells; Potency, µM (series often up to 46.1 µM), for inactives: at the top dose activity change, negative = cytotoxic, hits mostly cytotoxic; hit rate 1.4% among 400,000; AID 1347075; KB-3-1 viability, CellTiter-Glo ATP luminescence, 72 h; also: potency is read from the fitted curve at half-maximal effect; % is scaled to controls: 0 for no effect and ±100 for the full control effect; nearly all actives have a fitted effect of over 60% in size
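KB-3-1 parental drug-naive adenocarcinoma cells in DMEM/10% FBS, incubated 72 h at 37 C with pin-transferred compounds across a concentration series. Viability by CellTiter-Glo luminescence; concentration-response curves fitted after normalization.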
S2 tox: reduces viability in counter-screen for ATXN expression inhibitors; AID 651635; hit rate 0.49% among 400,000; S2 cells (HEK-293 line with an ATXN2-luciferase reporter) viability, CellTiter-Fluor protease fluorescence, 24 h; Potency, µM (highest dose often 56.7 µM), hits mostly cytotoxic; also: potency is read from the fitted curve at half-maximal effect; nearly all actives have a fitted effect of over 40% in size
SW480 rerep: inducers of DNA re-replication in SW480 colon cancer cells. SW480 DNA re-replication, Hoechst DNA content imaging, 48 h. Potency, µM (titrated, usually from 46.1 µM), for the others: top-dose re-replication activation, hits mostly activators. hit rate 1.8% among 340,000. AID 624297; also: potency is read from the fitted curve at half-maximal effect; % of control where 0% means no effect; nearly all actives have a fitted effect of over 55% in size
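Image-based DNA-content assay: after two days of treatment, nuclei were labelled with the DNA dye Hoechst and imaged, and hits were compounds raising the count of nuclei showing high fluorescence intensity.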
IL-1B inflam inh: blocks inflammasome-driven IL-1 beta release; THP-1 LPS/ATP IL-1B secretion, AlphaLISA, 16 h; hits give low values; activity change, % at 57.5 µM; hit rate 4.7% among 360,000; AID 743279; in the data active = activity change below about -50%; inconclusive = mostly about -30% to -49%; also: % is scaled to controls: 0 for no effect and ±100 for the full control effect
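THP-1 cells pretreated 1 hr with compounds (up to 57.5 uM final), then stimulated with LPS (250 ng/mL final) plus ATP (1.25 mM final); secreted IL-1B measured by AlphaLISA after 16 hr, decreased signal indicating inhibition.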
HepG2 tox: kills HepG2 cells in TGF-b inhibitor counter-screen; HepG2 CAGA-GFP viability, ATP luminescence, 18 h; Potency, µM (series often up to 46.1 µM), without a hit: top-dose activity change, negative = cytotoxicity, actives largely listed as cytotoxic; hit rate 0.76% among 410,000; also: potency is read from the fitted curve at half-maximal effect; some results filed as inactive show a strong effect at the top dose
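CellTiter-Glo luminescence gave cytotoxicity after 18 hours at 37 degrees C. The cells were HepG2 CAGA-GFP in 1% FBS DMEM, stimulated with 500 pg/mL TGF-beta after compound addition. %Activity was normalised to no-cell wells (complete cell-killing) and DMSO (no toxicity), and curves were fitted and classified.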
ATXN2 expr inh: ATXN2 expression inhibition. HEK-293 ATXN2-luciferase reporter, luminescence, 24 h. Potency, µM (doses to about 57 µM), for inactives: at the top dose activity change, negative = inhibition, usual class: inhibitors. hit rate 0.72% among 360,000; also: potency is read from the fitted curve at half-maximal effect; % is scaled to controls: 0 for no effect and ±100 for the full control effect; nearly all actives have a fitted effect of over 55% in size
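ATXN2-luciferase reporter cells (luciferase flanked by upstream and downstream ATXN2 gene portions) were treated 24 h at 37 °C with compounds at up to 57 uM. SteadyGlo luminescence gave expression; GF-AFC fluorescence gave viability.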
HT1080 IDH1KD tx: kills HT-1080 cells with IDH1 knockdown; Potency, µM (doses to about 46.1 µM), for inactives: at the top dose activity, negative = toxicity, hits mostly cytotoxic; AID 686971; HT-1080 IDH1 knockdown viability, ATP luminescence, 48 h; hit rate 2% among 360,000;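 also: potency is read from the fitted curve at half-maximal effect; 0% = DMSO wells and -100% = cell-free medium wells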
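% activity derives from luminescence (CellTiter-Glo), normalised to DMSO and no-cell wells. HT-1080-IDH1KD cells, 750/well, had 48 h compound exposure at 37 °C.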
MCF10A rerep: induces DNA re-replication in MCF 10a normal breast cells. AID 624296. Potency, µM (titrated, usually from 46.1 µM), without a hit: at the highest dose activity, positive = re-replication, most hits filed as activators. MCF 10A DNA re-replication, Hoechst nuclear intensity, 48 h. hit rate 2.9% among 350,000; also: potency is read from the fitted curve at half-maximal effect; % of control where 0% means no effect; nearly all actives have a fitted effect of over 50% in size
* marks the source's active call; other numbers are inactive results; i = inactive; u = inconclusive; x = no result given. Unless noted, calls follow the shape of the dose curve; as a rule, active = well fitted curve in the direction sought with a large enough effect; inconclusive = small, poorly fitted or top-dose-only effect, or another doubt; inactive = no such curve, though single readings can be large; an effect the other way counts as inactive or inconclusive. Rows were taken by chance, and some 8.9% of all compounds hit somewhere here.

SMILES	HT1080NT lethal	KB-3-1 tox	S2 tox	SW480 rerep	IL-1B inflam inh	HepG2 tox	ATXN2 expr inh	HT1080 IDH1KD tx	MCF10A rerep
CC1CCCC(C)N1S(=O)(=O)c1ccc(NC(=O)CNCC2CCCO2)cc1 (configuration not stated)	2%	7%	i	-1%	-3	9%	10%	-4%	1%
CCN1CCN(c2cc(N3CCN(C(=O)c4ccco4)CC3)c3c4c(onc24)-c2ccccc2C3=O)CC1	u	-12%	u	2%	-52*	25µM*	-32%	u	u
CCn1c(SCC(=O)Nc2ccc3c(c2)n(C)c(=O)n3C)nnc1-c1ccncc1	-4%	u	i	-6%	i	1%	22%	8%	-1%
O=C(COC(=O)c1ccccc1NC(=O)c1ccco1)Nc1ccc2c(c1)OC(F)(F)O2	10%	3%	i	-8%	22	5%	1%	4%	15%
COC(=O)[C@]1(C)N[C@H](CN(C)C(=O)Nc2ccc(OC)cc2)[C@@H]2C(=O)N(C)C(=O)[C@@H]21	-2%	0%	i	-23%	-4	2%	0%	-3%	1%
O=C(COC(=O)/C=C/c1cccs1)Nc1nc(-c2ccccc2)cs1	-21%	-2%	i	u	-13	-39%	4%	-13%	12%
CN1CCN(S(=O)(=O)c2cccc(S(=O)(=O)c3cccc(S(=O)(=O)N4CCN(C)CC4)c3)c2)CC1	7%	13%	i	1%	12	-14%	2%	15%	2%
COC(=O)c1ccc(C(=O)OC)c(NC(=O)CN(c2ccc3c(c2)OCO3)S(C)(=O)=O)c1	8%	2%	i	-8%	12	4%	-8%	1%	-1%
Cc1c(Cl)cccc1NC(=O)CSc1ccc(-c2cccnc2)nn1	0%	-1%	i	-7%	0	-18%	x	-2%	u
CC#CCNCc1ccccc1	9%	8%	i	-3%	32	3%	3%	16%	20%
COC(=O)C1=C(CCc2ccccc2)NC(=O)NC1c1ccc(Cl)cc1 (configuration not stated)	u	0%	i	6%	-52*	-26%	0%	-19%	-2%
CC(C)(C)OC(=O)[C@H](Cc1ccccc1)NC(=O)c1[nH]cnc1C(=O)Nc1ccc(Cl)cc1	u	u	x	u	-59*	16µM*	u	u	u

Marked active in IL-1B inflam inh (from the list above):
smiles	SW480 rerep	IL-1B inflam inh
CCN1CCN(c2cc(N3CCN(C(=O)c4ccco4)CC3)c3c4c(onc24)-c2ccccc2C3=O)CC1	2%	-52*
COC(=O)C1=C(CCc2ccccc2)NC(=O)NC1c1ccc(Cl)cc1 (configuration not stated)	6%	-52*
CC(C)(C)OC(=O)[C@H](Cc1ccccc1)NC(=O)c1[nH]cnc1C(=O)Nc1ccc(Cl)cc1	u	-59*

(further entries)
SMILES	HT1080NT lethal	KB-3-1 tox	S2 tox	SW480 rerep	IL-1B inflam inh	HepG2 tox	ATXN2 expr inh	HT1080 IDH1KD tx	MCF10A rerep
COc1cc(OC)cc(C(=O)Nc2ccc3c(c2)n(C)c(=O)c(=O)n3C)c1	x	4%	i	x	x	-3%	-1%	x	x
CC(=O)NC(Cc1ccc(F)cc1)C(=O)NC1CCN(C(=O)Nc2ccc(F)cc2)CC1 (configuration not stated)	8%	10%	i	-6%	15	-3%	-18%	17%	3%
CC(C)C(C(=O)NC1CCCC1)N1CCC(O)(c2ccc(Cl)cc2)CC1 (configuration not stated)	-13%	4%	x	x	-3	x	x	3%	x
Cc1cc(C)cc(NC(=S)N2CCC(c3nc4ccccc4s3)CC2)c1	u	5%	i	-5%	-1	-19%	-17%	u	-5%
O=S(=O)(Nc1ccc2c(c1)OCCO2)c1cnc[nH]1	5%	3%	i	-7%	1	5%	2%	11%	2%
COc1ccc2c(c1)C(c1ccc(C)o1)=NNC(c1ccccc1)=N2	-3%	-10%	u	7%	-26	0%	x	-2%	23%
O=c1[nH]cc(N=Cc2cc(Cl)cc(Cl)c2O)c(=O)[nH]1	-8%	21%	x	-10%	-4	-11%	x	-28%	1%
COc1ccc(C(CNc2ccc(S(C)(=O)=O)cc2[N+](=O)[O-])N(C)C)cc1OC (configuration not stated)	-9%	-3%	i	53%	-19	6%	-24%	-12%	u
COc1ccc(Cn2cc(C(=O)c3ccc(OC)cc3)c(=O)c3cc4c(cc32)OCCO4)cc1	x	-15%	u	x	x	-33%	-26%	x	x
O=C(CC1Sc2ncnn2C1=O)Nc1ccc(Br)cc1 (configuration not stated)	-11%	-5%	u	u	-11	12%	u	-4%	u
CCCCC(=O)Nc1ccc(NC(=O)C(C)C)cn1	16%	6%	i	-6%	-3	-12%	-2%	0%	-4%
CCc1ccccc1NC(=O)Cn1nc(C(F)(F)F)c2c1CCCC2	x	-22%	i	x	x	-31%	9%	x	x
Cc1coc2c(C)c3oc(=O)c(CCC(=O)N4CCC(C(=O)NCCCC(=O)O)(c5ccccc5)CC4)c(C)c3cc12	-2%	-1%	i	-19%	-9	-41%	x	-1%	-3%
O=C(O)CC(CC(=O)O)(C(=O)O)c1ccccc1	4%	-3%	i	-11%	14	4%	27%	13%	-5%
CCOc1ccc(S(=O)(=O)N(C)c2ccc(OCC(=O)Nc3nccs3)cc2)cc1	-17%	-4%	i	-7%	-30	0%	-9%	-16%	-7%
CCCn1nnc(NC(=O)/C=C/c2cc(Br)ccc2OC)n1	-4%	28%	i	1%	-8	8%	-20%	-23%	3%
COc1ccc(C(CNC(=O)C2CC(=O)N(Cc3ccccc3)C2)N2CCOCC2)cc1 (configuration not stated)	9%	-2%	i	-2%	4	-2%	x	-2%	7%
O=c1[nH]nc(-c2ccc(F)cc2)cc1Cc1ccc(F)cc1	10%	-13%	i	0%	67	5%	-3%	2%	-2%
Cc1ccc(S(=O)(=O)N2CCCCC2)cc1NC(=O)Cc1cccs1	2%	7%	i	-6%	-1	-12%	-2%	4%	-4%
COc1ccc(NC(=O)c2cc(-c3ccc(F)cc3OC)n[nH]2)c(OC)c1	-13%	0%	u	x	x	-16%	-3%	-11%	x
CC(C)Cc1nc(Nc2ccc(S(=O)(=O)N3CCCC3)cc2)c2nnn(Cc3ccccc3)c2n1	-28%	u	i	u	-13	-20%	-28%	-28%	14%
C=CCn1c(C)nnc1SCC(=O)NC1CC1	9%	11%	i	-9%	-3	2%	7%	11%	-22%
CCOC(=O)Cn1c(C)[n+](C)c2cc(Cl)c(Cl)cc21	3%	1%	i	-6%	-1	-3%	x	-8%	0%
CNc1nc2ccccc2n1/N=C/c1cccc(OC)c1OC	-1%	8%	i	-13%	-6	-25%	6%	-28%	17%
Fc1ccccc1CSc1nnc2ccc(-c3ccncc3)nn12	-2%	-10%	i	u	-23	-3%	20%	0%	2%
CC12CCC(=O)N1C(C(=O)Nc1ccccc1F)CS2 (configuration not stated)	2%	-1%	i	-7%	-2	6%	1%	9%	0%
O=[N+]([O-])c1ccc(N2CCCCCC2)c([N+](=O)[O-])c1	-2%	-9%	i	-4%	-9	-28%	-1%	-4%	u
O=c1[nH]n(-c2cccc(Cl)c2)c2ncccc12	-1%	u	i	3%	11	-21%	5%	9%	u
COCC(=O)N1CCC(Oc2ccc(C(=O)NCCc3ncccc3C)cc2)CC1	15%	-18%	i	5%	5	-28%	-3%	24%	-2%
COc1ccc(Oc2ccc(NC(=O)c3ccccc3C)cc2)cc1	u	u	i	u	u	-6%	25%	u	-4%
O=C(O)c1ccccc1C(=O)Nc1ccc(S(=O)(=O)Nc2ccc(F)cc2)cc1	4%	9%	u	1%	-7	-10%	x	0%	2%
NC(=O)CSc1nnc(-c2ccc(S(=O)(=O)N3CCCC3)cc2)n1CC1CCCO1 (configuration not stated)	-5%	19%	i	-9%	4	0%	2%	5%	23%
O=C(Cc1ccc(-n2cccc2)cc1)NCc1ccccc1Cl	8.2µM*	u	i	18µM*	-6	-9%	-16%	8.2µM*	4.1µM*
CCCNC(=O)c1c(CSc2ccc(Cl)cc2)noc1C(=O)NCc1ccccc1	-5%	-15%	i	28%	u	0%	u	0%	27%
Cc1ccc(C)c2c1CCC(=Cc1ccccc1[N+](=O)[O-])C2=O	2%	-1%	i	x	-12	-16%	x	0%	x
CCC(C(=O)NCc1ccc(F)cc1)N(Cc1ccco1)C(=O)c1snc(C(N)=O)c1N (configuration not stated)	7%	5%	u	-1%	-1	3%	0%	-8%	0%
Cc1cc(C)cc(C(=O)NC(=S)Nc2cccnc2)c1	6%	-13%	i	-7%	14	2%	17%	2%	0%
Cc1c(C=O)c2ccccn2c1C(=O)c1ccccc1	-13%	5%	i	-4%	2	-7%	4%	-9%	18%
O=C(OCC(=O)N1CCOCC1)c1cnc(Cl)c(Cl)c1	6%	18%	i	-6%	0	3%	8%	6%	1%
OCCNc1nc2ccccc2n1-c1ncnc2sc3c(c12)CCC3	-14%	0%	i	u	20	-37%	-18%	-22%	u
O=C(NNc1ccccc1)C(=O)N1CCCCC1	-15%	7%	i	u	15	0%	4%	u	u
Cc1ccccc1Nc1nc(N)nc(CN(C)c2ccccc2)n1	-3%	5%	i	5%	3	3%	29%	-9%	1%
CCc1cc(CNC(=O)CC2C(=O)NCCN2CC2CCCCC2)on1 (configuration not stated)	17%	u	i	-1%	19	-1%	x	2%	-7%
CCN(CC)C(=O)c1sc(NC(=O)c2ccc(C)c([N+](=O)[O-])c2)c(C#N)c1C	-14%	u	i	-6%	8	-9%	4%	-13%	6%
Cc1nnc(-c2ccc(Cl)cc2)[nH]c1=O	16%	14%	i	-20%	34	-2%	-4%	20%	0%
CCOc1ccc(OCCN(C)Cc2ccccc2)cc1	1%	5%	u	-1%	-1	-1%	u	5%	6%
CN(c1ccc(C(=O)NCc2ccccc2)cc1)S(C)(=O)=O	-5%	5%	i	-5%	0	-12%	12%	-12%	2%
C=CCOc1ccc(C2C3=C(CCCC3=O)N(CC(=O)O)C3=C2C(=O)CCC3)cc1OCC	26%	-3%	i	-5%	8	0%	2%	16%	-2%
